Compound activity (PubChem BioAssay)
N370S GC mod: inhibitors or activators of N370S glucocerebrosidase for Gaucher disease. 330,000 tested, 0.092% active. P04062. Potency, µM (doses to about 59.4 µM), for inactives: at the highest dose activity change, negative = inhibition, hits mostly inhibitors. N370S GC spleen homogenate, 4MU-glucoside fluorescence;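 also: 0% = full enzyme activity and -100% = no enzyme basal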
FEN1 inhibitor: inhibitors of human flap endonuclease 1. Recombinant FEN1 flap cleavage, fluorescence, 15 min. Potency, µM (top dose mostly 114 µM), for the others: top-dose activity change, negative = inhibition, most hits filed as inhibitors. 390,000 tested, 0.35% active; also: nearly all actives have a fitted effect of over 65% in size
Target sequence (P39748 whole entry, looked up): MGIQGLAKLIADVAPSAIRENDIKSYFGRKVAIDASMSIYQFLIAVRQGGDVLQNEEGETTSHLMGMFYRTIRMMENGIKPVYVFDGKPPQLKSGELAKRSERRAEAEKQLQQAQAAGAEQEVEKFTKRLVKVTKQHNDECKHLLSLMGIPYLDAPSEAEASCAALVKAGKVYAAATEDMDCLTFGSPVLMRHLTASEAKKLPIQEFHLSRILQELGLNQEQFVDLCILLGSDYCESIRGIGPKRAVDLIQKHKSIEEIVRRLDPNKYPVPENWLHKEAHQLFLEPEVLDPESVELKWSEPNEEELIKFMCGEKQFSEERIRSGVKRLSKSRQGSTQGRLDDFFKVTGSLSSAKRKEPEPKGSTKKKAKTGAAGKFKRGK
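Enzyme 10 nM, 15 min RT preincubation with compound; start with substrate 50 nM final; reads at 0 and 15 min; qHTS titration, four-parameter Hill fit.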
KAT2A inh: GCN5L2 (KAT2A) acetyltransferase inhibition | Q92830 | GCN5L2 HAT assay, ThioGlo1 CoA-SH fluorescence | Potency, µM (top dose mostly 58.9 µM), inactives show at the highest dose activity change, negative = inhibition, most hits filed as inhibitors | 390,000 tested, 0.21% active | AID 504327
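qHTS, 1536-well. 20nM enzyme, pH 7.5 HEPES/EDTA/Tween-20 buffer; 15 min compound preinc., RT. Start: 75uM H3(1-25), 70uM AcCoA, 50uM ThioGlo1. Read Ex340/Em540 at t=0 (autofluorescence flag) and t=20 min.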
Starred values were filed as active, the others as inactive; ? = inconclusive; nt = not tested or not shown; & = joins results of further samples. Calls follow the shape of the dose curve; as a rule, active = well fitted curve in the direction sought with a large enough effect; inconclusive = small, poorly fitted or top-dose-only effect, or another doubt; inactive = no such curve, though single readings can be large; an effect the other way counts as inactive or inconclusive. Unless noted, % is scaled to controls: 0 for no effect and ±100 for the full control effect; potency is read from the fitted curve at half-maximal effect.

FEN1 inhibitor	Structure	KAT2A inh	N370S GC mod
1%	Cc1cc(C)c(C#N)c(SCC(=O)c2ccccc2)n1	-15%	?
nt	CC[C@H](C)[C@H](NC(=O)[C@H](CC(=O)O)NC(=O)[C@H](CC(N)=O)NC(=O)[C@@H](NC(=O)[C@H](CCCNC(=N)N)NC(=O)[C@@H](NC(=O)[C@@H](NC(=O)[C@@H](NC(=O)[C@@H](NC(=O)[C@H](CCCCN)NC(=O)[C@@H](NC(=O)[C@H](CC(C)C)NC(=O)[C@@H](NC(=O)[C@H](CCCCN)NC(=O)[C@@H](NC(=O)[C@H](CC(=O)O)NC(=O)[C@H](CC(=O)O)NC(=O)[C@H](CCC(N)=O)NC(=O)[C@@H](NC(=O)[C@H](CCCCN)NC(=O)[C@H](CCC(N)=O)NC(=O)[C@@H](NC(=O)[C@@H]1CCCN1C(=O)[C@@H](N)C(C)C)[C@@H](C)CC)C(C)C)[C@@H](C)O)[C@@H](C)O)[C@@H](C)CC)[C@@H](C)O)[C@@H](C)CC)C(C)C)[C@@H](C)O)[C@@H](C)CC)C(=O)N[C@@H](CO)C(=O)N[C@@H](Cc1cnc[nH]1)C(=O)N[C@H](C(=O)N[C@@H](CCC(N)=O)C(=O)N[C@@H](CO)C(=O)N[C@H](C(=O)N[C@@H](CO)C(=O)N[C@@H](CO)C(=O)N[C@@H](CCCCN)C(=O)N[C@@H](CCC(N)=O)C(=O)N[C@@H](CCCCN)C(=O)O)C(C)C)[C@@H](C)O	-10%	-2%
-9%	O=C(CSc1nc2ccc(NC(=O)c3ccccc3C(=O)O)cc2s1)Nc1c(Cl)cccc1Cl	-5%	-9%
-15%	COc1ccc(NC(=O)NCCCCc2ccccc2)cc1	-3%	-11%
-8%	c1ccc(CN2CCN(c3nc(NCc4ccco4)c4ccccc4n3)CC2)cc1	-8%	0%
6%	Cc1ccc(CNC(=O)c2cc3c(s2)-c2c(C)cccc2OC3)cc1	-17%	nt
2%	CCOc1cc(N2CCOCC2)c(OCC)cc1NC(=O)c1nn(CC)c(=O)c2ccccc12	-6%	nt
13%&2%	O=C(O)Cc1csc(-c2cccc(Oc3ccccc3)c2)n1	0%&1%	7%&-3%
3%	CCN(CCO)Cc1csc2ccccc12	-4%	3%
13%	CC(C)(C)OC(=O)C[C@@H]1C/C=C\C[C@@H](CC(=O)N(CCO)Cc2ccccc2)C(=O)NC[C@@H](c2ccccc2)OC1=O	-2%	nt
-7%	Cc1cccc(C(=O)NCCc2csc(C)n2)c1	4%	1%
-15%	CCC(=O)NC(c1cccs1)c1cc([N+](=O)[O-])c2cccnc2c1O (stereo not given)	-7%	8%

Next part
FEN1 inhibitor	Structure	KAT2A inh	N370S GC mod
-2%	CCCn1c(C)cc(/C=C(\C#N)C(=O)OCC(=O)NC(=O)NCC)c1C	-24%	-17%
-8%	CCOC(=O)C1(CCc2ccccc2)CCN(Cc2cnc(N(C)C)s2)CC1	-8%	-15%
0%	Clc1ccc(Cl)c2sc(N3CCCC3)nc12	1%	?
0%	COc1ccc2c(c1)sc1ncc(C(=O)NCc3ccc(OC(C)C)cc3)c(=O)n12	-2%	nt
4%	Cc1cc(C)c(NS(=O)(=O)c2ccc(-c3coc(C)n3)cc2)c(C)c1	0%	nt
-2%	COc1nc(NCCO)nc(Nc2cc(Cl)ccc2OC)n1	-5%	-16%
-4%	c1ccc2c(c1)C(=NC1CCCCC1)NC2=NC1CCCCC1	3%	-26%
2%	Cc1ccc2cc(CN(CC3CCCO3)C(=O)NC3CCCCC3)c(=O)[nH]c2c1C (stereo not given)	-1%	14%
-3%	NC(=O)NS(=O)(=O)Oc1ccccc1	-5%	1%
-2%	CCOc1ccc(C(=O)N2CCC(c3nc(-c4ccc(S(=O)(=O)N5CCCC5)cc4)no3)CC2)cc1	-4%	nt
-12%	CC1CCc2cc(F)ccc2N1C(=O)CN1C(=O)c2ccccc2C1=O (stereo not given)	4%	6%
12%	CC(=O)N1CCc2c(sc3c2c(=O)n(-c2ccccc2)c(=O)n3CC(=O)Nc2ccccc2C)C1	-1%	nt

The results go on.
FEN1 inhibitor	Structure	KAT2A inh	N370S GC mod
-7%	Cc1cc(C)c2c(=O)n(-c3ccccc3)[nH]c2n1	-3%	-16%
-1%	C/C(=N/NC(=O)c1sc(NS(=O)(=O)c2ccc(C)cc2)nc1C)c1sc(N)nc1C	-9%	?
-5%	CC(=O)OC1CCC2C3CCc4cc(O)ccc4C3CCC12C (stereo not given)	6%	6%
-22%	CC(C)(C)c1cc(CNC2CS(=O)(=O)C[C@@H]2O)cc(C(C)(C)C)c1O (stereo not given in full)	-8%	?
4%	CCOC(=O)c1cc(-c2csc(Nc3ccccc3Cl)n2)on1	-16%	-1%
-16%	CCOc1ccccc1/C=N/NC(=O)c1cccc(S(=O)(=O)N2CCOCC2)c1	-11%	-1%
18%	COC(=O)c1c(C(=O)OC)c(-c2ccc(F)cc2)n2c1CS(=O)C2 (stereo not given)	-6%	-5%
-2%	COc1ccccc1CCNC(=O)CCc1c(C)c2cc3c(C)c(C)oc3cc2oc1=O	-13%	nt
-4%	O=C(Nc1cccc(F)c1)c1ccc(-c2ccccc2)s1	-6%	nt
-12%	CCOC(=O)c1cc2ccc(OC)cc2oc1=O	-7%	?
6%	COC(=O)C1(C)NC(c2ccccc2C)C2C(=O)N(c3ccccc3)C(=O)C21 (stereo not given)	-12%	-4%
8%	COC(=O)/C(=C\Nc1ccc(Cl)cc1Cl)NC(=O)c1ccccc1	nt	?

Later entries
FEN1 inhibitor	Structure	KAT2A inh	N370S GC mod
14%	CCCC(c1nnnn1C1CCCCC1)N1CCN(c2ncccn2)CC1 (stereo not given)	-4%	-6%
7%	Cn1nc(C(=O)Nc2ccc(S(=O)(=O)NCc3ccco3)cc2)c2ccccc2c1=O	3%	-2%
7%	O=C(CSC(=S)N1CCCC1)NCC(=O)Nc1ccccc1Br	-16%	-9%
16%	CCOC(=O)C1CCN(S(=O)(=O)c2ccc3c(c2)NC(=O)CS3)CC1	-1%	10%
-5%	O=C(Nc1cc(C(F)(F)F)ccc1N1CCOCC1)c1cccs1	-1%	12%
-13%	Oc1ccc(N2CCN(CC(O)c3ccccc3)CC2)cc1 (stereo not given)	-4%	-9%
-2%	O=C(CSc1ccc(Cl)cc1)NC1CCCC1	-2%	0%
2%	CCn1c(SCC(=O)O)nnc1-c1ccc2[nH]c(C)c(C)c2c1	1%	3%
0%	COc1cccc(NC(=O)CN(C)C(=O)c2c(-c3ccccc3)noc2C)c1	-1%	-13%
4%	Cc1cccc(OC(C)C(=O)Nc2ccc(S(=O)(=O)N3CCCC3)cc2)c1 (stereo not given)	-2%	-23%
-5%	Cn1cc(CN2CCCC(CNC(=O)c3ccc4c(c3)OCO4)C2)c2ccccc21 (stereo not given)	2%	?
-16%	CC(C)NC(=O)NC(=O)CN1c2cccc3cccc(c23)S1(=O)=O	-6%	0%

Laid out differently: 4 of the compounds above.
CCn1c(SCC(=O)O)nnc1-c1ccc2[nH]c(C)c(C)c2c1
  FEN1 inhibitor: 2%; KAT2A inh: 1%; N370S GC mod: 3%
COc1cccc(NC(=O)CN(C)C(=O)c2c(-c3ccccc3)noc2C)c1
  FEN1 inhibitor: 0%; KAT2A inh: -1%; N370S GC mod: -13%
Cc1cccc(OC(C)C(=O)Nc2ccc(S(=O)(=O)N3CCCC3)cc2)c1 (stereo not given)
  FEN1 inhibitor: 4%; KAT2A inh: -2%; N370S GC mod: -23%
Cn1cc(CN2CCCC(CNC(=O)c3ccc4c(c3)OCO4)C2)c2ccccc21 (stereo not given)
  FEN1 inhibitor: -5%; KAT2A inh: 2%; N370S GC mod: ?

Next part:
FEN1 inhibitor	Structure	KAT2A inh	N370S GC mod
-2%	CC(C)C(NC(=O)c1ccc(C(C)(C)C)cc1)C(=O)Nc1ccc(N2CCOCC2)cc1 (stereo not given)	-13%	nt
0%	Cc1ccc2c(c1)N(CC(=O)N1CCN(c3nc4ccccc4s3)CC1)C(=O)C(C)O2 (stereo not given)	-14%	-1%
-4%	COc1cccc2cc3c(=O)oc4ccccc4c3nc12	-16%	8%
-6%	COc1ccc(C2CC(=O)c3sc(NC(C)=O)nc3C2)cc1 (stereo not given)	-4%	1%
-1%	O=c1c2ccccc2nc2n1CCS2(=O)=O	1%	0%
-3%	COc1ccc(C(=O)/C=C2\NCCc3cc(OC)c(OC)cc32)cc1OC	-12%	0%
-3%	O=C(NNC(=O)c1ccncc1)Nc1cccc([N+](=O)[O-])c1	-1%	3%
-1%	CC(=O)c1ccc(NC(=O)c2cc3ccccc3o2)cc1	-11%	-2%
-5%	CCCCCCCc1n[nH]c(=S)n1Cc1ccccc1	-4%	4%
-6%	COc1cc2nc(C3CCC3)n(NC(=O)c3ccco3)c(=O)c2cc1OC	1%	21%
-2%	CCOc1ccc(NC(=O)CN2CCN(CC(=O)Nc3ccc4c(c3)OCO4)CC2)cc1	-1%	-11%
-4%	CC(=O)c1ccc(NC(=O)CSc2ccsc2[N+](=O)[O-])cc1	-19%	-7%

Going on with the list.
FEN1 inhibitor	Structure	KAT2A inh	N370S GC mod
7%	CCc1ccc(CNCc2ccc(F)cc2)cc1	-6%	-28%
9%	CCC(Cn1nnc2ccccc2c1=O)NC(=O)Nc1ccccc1Cl (stereo not given)	-11%	nt
15%	CCc1nc2cc(Cl)c(Cl)cc2[nH]1	2%	4%
-6%	CC(C)NC(=O)c1ccc2c(=O)n(C3CCCC3)c(=S)[nH]c2c1	-5%	5%
-2%	CC(=O)c1cc2c(cc1NC(=O)CN1CCCCCC1)OCO2	13%	4%
-5%	CCCOC(=O)Nc1ccc(C(N)=O)cc1	5%	?
1%	COc1cccc(NC(=O)N2CCN(S(C)(=O)=O)CC2)c1	-2%	-3%
0%	Cc1nn(CC(=O)NC(C)C)c(C)c1[N+](=O)[O-]	-3%	9%
4%	COc1cccc(CNC(=O)CCS(=O)(=O)c2ccc3c(c2)NC(=O)CS3)c1	-3%	0%
1%	O=C(CSc1nnnn1-c1cccc(F)c1)NC1CC1	-2%	nt
9%	O=C(c1ccc(Cl)cc1)[C@@H]1[C@@H]2C(=O)N(c3cccc4ccccc34)C(=O)[C@@H]2C2c3ccccc3C=NN21 (stereo not given in full)	-7%	16%
2%	COc1ccc(OC)c(C2=C/C(=C/c3ccccn3)C(=O)O2)c1	-9%	-2%

Additional structures follow:
FEN1 inhibitor	Structure	KAT2A inh	N370S GC mod
-1%	O=C(CN(c1ccccn1)S(=O)(=O)c1ccc(F)cc1)Nc1ccc(F)cc1F	-2%	-4%
9%	CCC(Cc1ccccc1)NC(=O)c1ccc2nc(N3CCOCC3)sc2c1 (stereo not given)	1%	0%
-1%	CC(=O)c1ccc(O)c(CC=C(C)C)c1	-26%	-7%
-4%	COc1cccc(NC(=O)C(=O)NCCCN2CCCC2=O)c1	-3%	-3%
2%	Cc1ccc2c(c1)c(=O)c1ccccc1n2CCCC(=O)Nc1ccc(C)c(F)c1	-14%	nt
2%	CCOc1ccccc1N1CC(C(=O)N2CCc3ccccc3C2)CC1=O (stereo not given)	-5%	3%
1%	Cc1ccc2c(c1)cc(C(=O)N[C@@H](Cc1ccccc1)C(=O)O)n2C	-5%	-1%
-13%	O=C1c2[nH]nc(-c3ccccc3O)c2C(c2ccccc2)N1Cc1ccco1 (stereo not given)	0%	9%
-3%	Cc1ccc(NC(=O)Cn2nnc(-c3ccc4c(c3)OCO4)n2)cc1F	-5%	-3%
-12%	CC(C)(C)c1nnc2sc(SCC(=O)N3CCCc4ccccc43)nn2c1=O	-6%	?
16%	COc1ccccc1NC(=O)N1CCC(CN2CCc3ccccc3C2)CC1	-3%	nt
16%	COc1ccc(-c2cc3nc4c(c(N5CCC6(CC5)OCCO6)n3n2)CCC4)cc1	-2%	-4%

Continued.
FEN1 inhibitor	Structure	KAT2A inh	N370S GC mod
-1%	COc1ccc(CC(=O)Nc2ccc(C(=O)NCC(C)C)cc2)cc1	0%	2%
-1%	COc1ccc2c(c1)c(=O)cc(-c1ccccc1)n2C	-5%	3%
3%	Cc1nn(C)c(C(=O)N2CCN(C(=O)c3ccco3)CC2)c1[N+](=O)[O-]	1%	-3%
-10%	O=C(COc1cccnc1[N+](=O)[O-])Nc1c(Cl)cccc1Cl	-3%	nt
3%	Cc1nc2cc(C(=O)OCC(=O)Nc3cccc(Cl)c3)ccc2n1-c1ccccc1	0%	2%

An excerpt of these results, as tab-separated lines:
compound	FEN1 inhibitor	KAT2A inh	N370S GC mod
CCOc1ccccc1N1CC(C(=O)N2CCc3ccccc3C2)CC1=O (stereo not given)	2%	-5%	3%
Cc1ccc2c(c1)cc(C(=O)N[C@@H](Cc1ccccc1)C(=O)O)n2C	1%	-5%	-1%
O=C1c2[nH]nc(-c3ccccc3O)c2C(c2ccccc2)N1Cc1ccco1 (stereo not given)	-13%	0%	9%

Not all compounds are listed, so the mix of outcomes need not match the whole.
